GPR35 antagonists: GPR35 antagonists blocking zaprinast-driven arrestin recruitment, primary screen, imaging, U2OS, beta-arrestin-GFP, zaprinast agonist (AID 2058); U2OS GPR35 beta-arrestin-GFP translocation imaging, zaprinast antagonism; higher % means a stronger effect; one-dose inhibition, % at 10 µM; IC50 in µM for titrated hits; 290,000 tested, 0.052% active;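 active = inhibition of at least 50% with at least 30 cells and total cytoplasm GFP at most 10,000,000; inconclusive = under 30 cells or total GFP of 10,000,000 plus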
UTI89 phage lysis: inhibition of K1F phage lysis, E. coli UTI89, bacterial capsule biogenesis inhibitors, alamar blue (AID 488966). E. coli UTI89 K1F phage lysis, alamar blue, 2 h; higher % means a stronger effect. inhibition, % at 100 µM, or IC50 in µM where a hit was titrated. 340,000 tested, 0.02% active;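 active = phage lysis inhibition, versus mean bacterial control, above a set limit; inconclusive = no clear call, values can overlap the other calls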;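 also: capsule biogenesis inhibitors block K1F phage lysis so surviving cells raise fluorescence; higher fluorescence means more inhibition of phage lysis; actives were called in the ten point dose series up to 300 µM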
NS5 inhibitors: flavivirus cap methylation enzyme inhibition – biochemical, confirmation dose response, primary screen (AID 588689) | inhibition, % at 25 µM, or IC50 in µM where a hit was titrated | Dengue-2 NS5 methyltransferase capping enzyme assay, biochemical; higher % means a stronger effect | 340,000 tested, 0.3% active; in the data active = a potency from the dose series; inconclusive = inhibition above about 29% without an active follow-up result
Siah-1 displacement: blockers of Siah-1 interaction with plectin peptide – biochemical, fluorescence polarization, rhodamine-plectin, uHTS, primary screen (AID 1817) | 290,000 tested, 0.02% active | displacement, % at 20 µM, or IC50 in µM where a hit was titrated | Siah-1 / rhodamine-plectin peptide fluorescence polarization; higher % means a stronger effect;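 active = displacement of at least 50% at 20 µM, with a fluorescence ratio check between 0.3 and a set limit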;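 also: plate controls were Siah plus tracer with DMSO for no effect and tracer alone without Siah for full effect; strong numbers were not always called active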
AID2073: disruptors of CaV2.2 binding to Mint1 – biochemical, HTRF (AID 2073); 290,000 tested, 0.19% active; HTRF protein-protein interaction, Mint1-CaV2.2; higher % means a stronger effect; one-dose inhibition, % at 20 µM; IC50 in µM for titrated hits; in the data active = inhibition mostly above about 51%, no sharp cut-off; inconclusive = no clear call, values can overlap the other calls; inactive = mostly below about 53%; also: some results filed as inactive read as strong as hits
NTR1 agonist: agonists of NTR1, primary screen, imaging, U2OS cells, beta-arrestin-GFP, high content (AID 493036); activation, % at 20 µM; P30989; NTR1-U2OS beta-arrestin-GFP spot imaging, agonist mode; 330,000 tested, 0.17% active;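 active = activation at or above 40% of the spot to cytoplasm intensity ratio, with at least 20 cells analyzed; inconclusive = wells under 20 cells, flagged as cytotoxic or low count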;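 also: 0% = DMSO without peptide and 100% = 100 nM NTR1 peptide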
Target sequence (P30989 whole entry, looked up): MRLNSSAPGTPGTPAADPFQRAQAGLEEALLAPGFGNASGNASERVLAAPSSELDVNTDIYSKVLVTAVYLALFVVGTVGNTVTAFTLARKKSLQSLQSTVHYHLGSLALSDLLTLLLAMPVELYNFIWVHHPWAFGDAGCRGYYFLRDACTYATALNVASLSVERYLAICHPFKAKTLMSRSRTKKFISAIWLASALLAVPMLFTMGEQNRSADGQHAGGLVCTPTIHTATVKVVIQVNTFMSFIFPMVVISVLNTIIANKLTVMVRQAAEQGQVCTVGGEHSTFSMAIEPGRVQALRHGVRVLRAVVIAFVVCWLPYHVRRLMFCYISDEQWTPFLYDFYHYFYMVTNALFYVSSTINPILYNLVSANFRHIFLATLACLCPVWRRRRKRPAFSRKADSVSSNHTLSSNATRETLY
GPR55 activation: selective activators of receptor GPR55 – imaging, U2OS cells, beta-arrestin-GFP redistribution, primary screen (AID 1961). one-dose activation, % at 10 µM; EC50 in µM for titrated hits. U2OS GPR55 beta-arrestin-GFP redistribution imaging; higher % means a stronger effect. 290,000 tested, 0.048% active;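 active = activation above 40% with more than 50 cells counted in the well; inconclusive = wells holding fewer than 50 cells, flagged as toxic or sparse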;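 also: U2OS osteosarcoma cells stably expressing GPR55 and beta-arrestin-GFP; plate controls were DMSO negative control for no effect and LPI positive control for full effect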
GPR55 LPI antagonism: GPR55 antagonists blocking LPI-driven arrestin recruitment, primary screen, imaging, U2OS, beta-arrestin-GFP, LPI agonist (AID 2013). U2OS GPR55 beta-arrestin-GFP translocation imaging, LPI antagonism; higher % means a stronger effect. one-dose inhibition, % at 10 µM; IC50 in µM for titrated hits. 290,000 tested, 0.13% active;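 active = spots per cell inhibited over 60%, with over 100 cells counted and total cytoplasm intensity under 500,000; inconclusive = wells with under 100 cells, flagged as likely toxic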;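 also: U2OS cells stably carrying GPR55 and arrestin-GFP stimulated by 5 µM LPI near EC80; imaged beta-arrestin-GFP aggregate spots per cell after agonist stimulation; plate controls were LPI-stimulated DMSO wells for no effect and DMSO wells without LPI for full effect; some results filed as inactive read as strong as hits; confirmed hits need IC50 under 10 µM and bright autofluorescent wells are also inconclusive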
HIV fusion peptide: inhibitors of HIV fusion peptide binding, primary screen, biochemical, uHTS, fluorescence dequenching (AID 1986) | cell-free peptide binding, fluorescence dequenching, 30 min; higher % means a stronger effect | one-dose inhibition, % at 20 µM; IC50 in µM for titrated hits | 290,000 tested, 0.3% active; in the data active = inhibition mostly above about 52%, no sharp cut-off; inactive = mostly below about 76%; also: some results filed as inactive read as strong as hits
NTR1 agonist cell count 20 µM: recorded beside NTR1 agonist, whose call it bears; cell count; measured here: cell count, cytotoxicity flag
NS5 inhibitors pilot replicate: further read-out of NS5 inhibitors, marked with its call; inhibition, %; measured here: pilot screen replicate inhibition
The depositor's hits bear a star; ? = inconclusive; . = no result given; [ ] = another dose, or the depositor's remark. No enrichment for hits; 1.2% or so of the library scored in one or more.

SMILES	GPR35 antagonists	UTI89 phage lysis	NS5 inhibitors	Siah-1 displacement	AID2073	NTR1 agonist	NTR1 agonist cell count 20 µM	GPR55 activation	GPR55 LPI antagonism	HIV fusion peptide	others
N#Cc1c(SCc2ccccc2)sc(C(=O)c2ccccc2)c1N	-1%	0.5%	-16%	3%	-26%	2.2	74	-0.1%	14%	-0.4%
O=C(CN1CCCCC1)Nc1ccc(Br)cc1[N+](=O)[O-]	11%	1.3%	.	-1%	-5%	0.7	31	0.0%	5%	-1.9%
Cc1ccc(C(=O)Nc2ccc(N3CCOCC3)nc2N2CCOCC2)cc1	7%	?	4%	2%	-8%	2.1	39	0.2%	-4%	-0.2%
O=C(N/N=C/C(Br)=C/c1ccccc1)NC1CCCCC1	-3%	0.1%	-3%	0%	-15%	21	64	0.1%	-1%	-1.0%
COc1ccc(Nc2c3c(c(C#N)c4nc5ccccc5n24)CCC3)cc1	6%	2.2%	1%	-7%	-2%	17	50	-0.1%	-3%	-1.9%
c1ccc(OCc2nnc3n2CCCCC3)cc1	4%	0.6%	-9%	-5%	9%	-1.3	55	0.0%	-4%	-1.4%
O=C(NC1CCCCC1)C(c1ccccc1F)N(Cc1ccco1)C(=O)Cn1nnc2ccccc21 (configuration not stated)	7%	1.6%	9%	-2%	-1%	-0.7	30	-0.1%	11%	3.0%
Cn1cc(C(=O)N2CCN(c3ccccc3)CC2)c(=O)c2cc(S(=O)(=O)N3CCCC3)ccc21	18%	0.0%	-3%	6%	0%	-0.9	71	-0.2%	15%	-2.0%
Cc1ccc(Oc2cc(NC(=O)CCCn3nc([N+](=O)[O-])c(Cl)c3C)cc([N+](=O)[O-])c2)cc1	-4%	-4.2%	-4%	8%	5%	9.8	44	-0.3%	18%	2.4%
O=C1N(CCCN2C(=O)C3(OCCO3)c3ccccc32)c2ccccc2C12OCCO2	6%	0.0%	-5%	0%	1%	0.5	79	-0.1%	2%	2.6%	NS5 inhibitors pilot replicate=-1.8
C=CCNC(=O)C1CCN(c2cc(C)nc(-c3ccccc3)n2)CC1	6%	1.2%	.	14%	-4%	1.9	83	-0.1%	3%	-0.1%
O=C(CSc1nc(N2CCCCC2)nc(N2CCCCC2)n1)N1CCc2ccccc21	-5%	.	.	2%	-1%	.	.	-0.1%	-3%	-1.0%
COc1ccc(OC)c(Nc2c3ccccc3nc3ccccc23)c1	-3%	0.0%	-3%	-4%	5%	10	91	0.0%	-8%	-3.8%
O=C(NCc1ccc(F)cc1)C1CC(=O)N(CCc2ccccc2)C1 (configuration not stated)	16%	-0.1%	1%	-3%	-7%	-0.9	52	-0.1%	6%	-1.6%
Nc1nc(F)cc(N2CCCCCC2)n1	-4%	0.8%	-3%	6%	0%	0.5	39	0.5%	8%	-0.9%

The closing two entries of the section before open the next one:
SMILES	GPR35 antagonists	UTI89 phage lysis	NS5 inhibitors	Siah-1 displacement	AID2073	NTR1 agonist	NTR1 agonist cell count 20 µM	GPR55 activation	GPR55 LPI antagonism	HIV fusion peptide	others
O=C(NCc1ccc(F)cc1)C1CC(=O)N(CCc2ccccc2)C1 (configuration not stated)	16%	-0.1%	1%	-3%	-7%	-0.9	52	-0.1%	6%	-1.6%
Nc1nc(F)cc(N2CCCCCC2)n1	-4%	0.8%	-3%	6%	0%	0.5	39	0.5%	8%	-0.9%
O=C(Cc1ccccc1)NNC1CC(=O)N(c2ccccc2)C1=O (configuration not stated)	14%	1.6%[50 µM]	-3%	8%	6%	-0.3	58	-0.3%	9%	1.0%
CC(C)CCNC(=O)NC(=O)CSc1nnc(-c2ccccc2Br)o1	6%	0.1%[50 µM]	-6%	3%	-2%	5.8	53	-0.2%	-6%	-0.8%
CCN(C(=O)Cc1c(C(=O)O)n(CC)c2ccccc12)c1cccc(C(F)(F)F)c1	7%	0.1%	-8%	-3%	5%	-0.5	50	0.7%	10%	0.9%
COc1cc(S(=O)(=O)N2CCOCC2)ccc1NC(=O)CSc1n[nH]c(=O)[nH]c1=O	5%	-0.2%	-5%	9%	6%	-0.5	21	-0.2%	10%	1.6%
O=C1c2ccccc2C(Nc2ccc3c(c2)OCO3)N1Cc1ccco1 (configuration not stated)	-10%	4.7%	3%	22%	6%	1.8	96	0.0%	0%	-1.7%
C/C(N)=C(/C#N)C(=O)COC(=O)CCCNC(=O)c1ccc(Cl)cc1	-6%	-0.1%	-13%	-10%	-6%	1.3	33	-0.3%	16%	-2.2%
Cn1c(O)c(/C=N/Nc2ccccc2)c(=O)n(C)c1=O	-8%	1.2%	-6%	1%	5%	1.1	90	-0.3%	-14%	-2.3%
S=C(NCCC(c1ccccc1)c1ccccc1)Nc1ccc(Cl)cc1	24%	0.2%	-3%	-4%	2%	9.4	52	0.2%	-4%	-3.2%
CCP(=O)(c1ccccc1)C(C)(C)O (configuration not stated)	3%	0.3%	-1%	-3%	2%	-0.3	59	0.0%	30%	-0.1%
Nc1nc(-c2ccc3ccccc3c2)cs1	16%	0.5%	-1%	3%	10%	2.3	67	1.0%	19%	-0.8%
Cc1ccc(CNC(=O)C2COc3ccccc3O2)cc1 (configuration not stated)	-2%	-0.5%	-4%	17%	12%	-1.0	32	0.0%	-4%	-1.1%
C[n+]1ccc(/C=C/c2c[nH]c3ccccc23)cc1	9%	-2.0%	0%	-5%	33%	-2.7	46	-0.3%	-6%	83%*
Cc1ccc(C(=O)Nc2ccc3c(c2)OCO3)cc1S(=O)(=O)N1CCCCC1	1%	-0.9%	-1%	-3%	-1%	1.7	52	-0.2%	14%	-0.2%
CCOc1cc(/C=C2/NC(=O)N(CC(=O)OC)C2=O)ccc1O	-1%	0.3%	-7%	-1%	24%	-0.2	44	-0.3%	8%	-0.3%
Cc1c(CCC(C)C)c(=O)n2c([nH]c3ccccc32)c1C#N	-5%	1.4%	-2%	2%	12%	18	57	-0.2%	12%	-3.2%
COC(=O)c1ccc(S(=O)(=O)N2CCN(C)CC2)n1C	-4%	0.9%	-2%	-1%	5%	0.2	40	0.2%	-4%	3.0%
Cc1ccc(S(=O)(=O)c2nc(S(=O)(=O)c3ccc(C)cc3)c(N3CCN(CCO)CC3)s2)cc1	18%	-0.3%	4%	-6%	9%	1.4	66	0.0%	-8%	-2.1%
CS(=O)(=O)Nc1ccc2c(c1)ncn2CCc1ccccc1	-14%	0.4%	-6%	10%	3%	0.3	39	-0.1%	4%	-0.7%
CN(C)c1ccc(N=Nc2ccccc2C(=O)OCC(=O)N(C)C2CCCCC2)cc1	15%	-4.8%	1%	4%	-2%	10	65	0.1%	11%	-4.1%
Cc1nc(N2CCN(Cc3ccc(Cl)cc3)CC2)c2oc3ccccc3c2n1	-1%	0.4%	-5%	12%	7%	7.6	45	0.2%	4%	0.0%
CSc1nc2ccc(NS(=O)(=O)c3ccc([N+](=O)[O-])cc3)cc2s1	16%	.	.	1%	-2%	0.6	54	0.0%	7%	-0.2%
Cc1ccc(-c2cc(C(F)F)n3ncc(C(=O)N4CCN5CCCC5C4)c3n2)cc1 (configuration not stated)	4%	0.1%	-1%	3%	22%	-0.1	39	0.0%	-7%	-1.0%
CCCCCNC(=O)[C@@H]1CSC2c3ccccc3C(=O)N21 (some centres not stated)	-8%	-1.3%[50 µM]	-8%	-1%	8%	0.4	113	0.0%	-13%	0.3%
OCCNCCCCOc1ccc(F)cc1	7%	2.5%	2%	-1%	0%	1.4	58	-0.1%	10%	-0.7%
Cc1nn(-c2cccc(C(F)(F)F)c2)c(=O)c2ccccc12	15%	-0.1%	-7%	3%	13%	1.8	61	0.6%	-1%	0.7%
O=C(Cc1ccc(Cl)c(Cl)c1)N1CCOCC1	1%	0.2%	1%	3%	12%	-1.3	105	0.0%	6%	0.1%
CCOC(=O)c1cnc2c(C(=O)OCC)cnn2c1N	-19%	.	.	-4%	2%	0.0	53	0.3%	1%	0.5%
CCN1/C(=N\N)c2cccc3cccc1c23	20%	-0.6%	?	-8%	29%	7.0	31	-0.1%	4%	17%
CSCCC(NC(=O)CCC(=O)OCC(=O)[C@@]1(O)CCC2[C@@H]3CCC4=CC(=O)C=C[C@]4(C)C3[C@@H](O)C[C@@]21C)C(=O)O (some centres not stated)	-13%	0.3%	1%	5%	4%	0.5	86	-0.2%	6%	-1.8%
CCOC(=O)COc1c(OC)cc(Cl)cc1C1Nc2ccccc2C(=O)N1c1ccccc1 (configuration not stated)	-18%	0.4%[50 µM]	-4%	-2%	22%	1.6	57	0.0%	15%	5.3%
O=C(CSc1ncccn1)N1CCN(S(=O)(=O)c2ccccc2)CC1	-6%	0.0%	2%	1%	-14%	0.2	57	0.0%	10%	0.4%
Cc1[nH]c2ccccc2c1C(=O)CN1C(=O)C(=O)N(Cc2ccco2)C1=O	-11%	0.2%	-12%	-5%	33%	-0.5	63	-0.2%	1%	1.3%
CCN1CCN(CCC(=O)Nc2cc(OC)cc(OC)c2)CC1	18%	0.3%	-3%	-1%	2%	0.0	55	-0.2%	14%	-0.3%	NS5 inhibitors pilot replicate=2.1
COCCNC(=O)C12CC3CC(CC(Cl)(C3)C1)C2	1%	.	.	7%	9%	1.0	42	0.7%	-10%	0.6%
CC(=O)NS(=O)(=O)c1ccc(NS(=O)(=O)c2ccc3ccccc3c2)cc1	15%	0.1%	-5%	1%	1%	-0.3	69	0.0%	1%	0.4%
CCOC(=O)c1sc(NC(=O)CC)c(C#N)c1C	-4%	0.0%	-2%	10%	19%	1.3	73	-0.6%	8%	2.1%
COc1ccc(CCNC(=O)COc2ccc(S(=O)(=O)NC(C)C)cc2)cc1OC	5%	-0.8%	2%	-5%	-1%	0.2	48	0.0%	9%	-0.1%

3 entries picked at random from the list so far:
SMILES	GPR35 antagonists	UTI89 phage lysis	NS5 inhibitors	Siah-1 displacement	AID2073	NTR1 agonist	NTR1 agonist cell count 20 µM	GPR55 activation	GPR55 LPI antagonism	HIV fusion peptide	others
CC(=O)NS(=O)(=O)c1ccc(NS(=O)(=O)c2ccc3ccccc3c2)cc1	15%	0.1%	-5%	1%	1%	-0.3	69	0.0%	1%	0.4%
Cc1[nH]c2ccccc2c1C(=O)CN1C(=O)C(=O)N(Cc2ccco2)C1=O	-11%	0.2%	-12%	-5%	33%	-0.5	63	-0.2%	1%	1.3%
CCOC(=O)c1sc(NC(=O)CC)c(C#N)c1C	-4%	0.0%	-2%	10%	19%	1.3	73	-0.6%	8%	2.1%
